Tn6 DDE FP – inhibitors of Tn6 peptide binding to human fibrin DD(E); Fibrin DD(E) TRITC-Tn6 fluorescence polarization displacement; actives 0.21% (n = 370,000); P02675; inhibition, % at 8.3 µM;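 active means inhibition above a per-campaign cutoff: mean of compounds within control limits plus 3 SD, cut at about 15% in these data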;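 further: 0% = median of all compound wells on the plate and 100% = blocking peptide control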
Target sequence (P02675 whole entry, looked up): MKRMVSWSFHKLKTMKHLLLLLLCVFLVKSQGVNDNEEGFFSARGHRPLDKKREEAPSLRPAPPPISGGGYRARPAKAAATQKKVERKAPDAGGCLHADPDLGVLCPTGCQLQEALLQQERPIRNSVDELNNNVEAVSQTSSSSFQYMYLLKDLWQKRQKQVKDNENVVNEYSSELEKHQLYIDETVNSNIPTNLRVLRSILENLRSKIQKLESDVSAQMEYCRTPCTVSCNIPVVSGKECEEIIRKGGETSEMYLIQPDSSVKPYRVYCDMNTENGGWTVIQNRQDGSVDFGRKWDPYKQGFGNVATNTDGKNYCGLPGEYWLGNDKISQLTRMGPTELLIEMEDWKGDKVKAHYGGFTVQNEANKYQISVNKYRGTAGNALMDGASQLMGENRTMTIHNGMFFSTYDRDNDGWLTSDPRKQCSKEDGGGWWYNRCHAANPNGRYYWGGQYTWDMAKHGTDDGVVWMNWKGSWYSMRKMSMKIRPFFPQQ
ARFGAP1 inhibitor – inhibitors of rat ARFGAP1 | Q62848 | Arfgap1-stimulated ARF1 GTP hydrolysis, GDP FP detection | inhibition, % at 16.5 µM | actives 0.26% (n = 360,000) | AID 651572;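 active means inhibition above a per-plate limit, mean inhibition of low control wells plus 3 SD, cut at about 25% in these data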;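 further: 0% = DMSO wells with enzyme and 100% = wells lacking Arfgap1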
Target sequence (Q62848 1-136 limits assumed): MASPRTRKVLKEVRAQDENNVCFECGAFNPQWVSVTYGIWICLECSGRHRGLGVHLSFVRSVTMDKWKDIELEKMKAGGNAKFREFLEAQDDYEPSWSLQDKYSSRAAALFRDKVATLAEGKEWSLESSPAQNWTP
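system = rat Arfgap1 catalytic domain, aa 1-136 | technique = FP, GDP Alexa 633 tracer displaced from anti-GDP antibody, 620/688 nm | compound = one concentration, 16.5 µM, DMSO 1.26% | medium = HEPES-based buffer, pH 7.5 | timing = compound-enzyme preincubation 20 min, reaction 120 min, detection 60 min, 25 °C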
UHRF1 MBD2 ctr – human UHRF1 methylated DNA binding inhibitors; inhibition, % at 4.4 µM; actives 0.75% (n = 370,000); UHRF1 binding to methylated oligo, TR-FRET; in the data active means inhibition above about 21%;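 further: UHRF1 SRA domain binding a hemimethylated CpG hairpin DNA probe; 0% = median of test compound wells and 100% = reference inhibitor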
MBD2 inh – MBD2-methylated oligo binding inhibition. TR-FRET, MBD2 binding to methylated oligonucleotide. AID 686964. inhibition, % at 4.4 µM. actives 0.31% (n = 370,000). Q9UBB5; in the data active means inhibition above about 13%
Tn7 DDE FP – disrupts Tn7 cyclic peptide binding to fibrin D-Dimer-E complex | FP displacement of FITC-Tn7 peptide from fibrin DD(E); 0% = median of compound wells per plate | inhibition, % at 8.3 µM | actives 0.13% (n = 370,000);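 active means inhibition above the mean of compounds falling within the control limits plus 3 SD of them, cut at about 14% in these data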;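 further: 0% = plate median of compound wells and 100% = 10 µM Aha-Tn7 peptide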
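Also added: labelled Tn7 tracer, 0.1 µM; Assay system: human fibrin DD(E) protein; Amount: 2 µM fibrin DD(E); Schedule: 10 min compound pre-incubation, 3 h probe incubation at room temperature; Repeats: one replicate per compound; Read-out basis: percent inhibition; Measured by: fluorescence polarization of the labelled Tn7 tracer.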
ADAM17 inh – inhibitors of human ADAM17; P78536; recombinant ADAM17, EDANS/DABCYL FRET peptide cleavage; inhibition, % at 6.95 µM; actives 0.83% (n = 370,000); AID 720648;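 active means inhibition above the mean of compounds lying between control limits plus 3 SD, set per campaign, cut at about 8.5% in these data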;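 further: 0% = DMSO-only wells as the low control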
ASAP1 GAP inh – inhibitors of human ASAP1 ArfGAP activity. Q9ULH1. ASAP1-stimulated ARF1 GTP hydrolysis, GDP FP detection. inhibition, % at 16.5 µM. actives 0.19% (n = 360,000). AID 624377; in the data active means inhibition above about 25%;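 further: 0% = vehicle with enzyme and substrate and 100% = no enzyme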
Target sequence (Q9ULH1 325-724 limits assumed): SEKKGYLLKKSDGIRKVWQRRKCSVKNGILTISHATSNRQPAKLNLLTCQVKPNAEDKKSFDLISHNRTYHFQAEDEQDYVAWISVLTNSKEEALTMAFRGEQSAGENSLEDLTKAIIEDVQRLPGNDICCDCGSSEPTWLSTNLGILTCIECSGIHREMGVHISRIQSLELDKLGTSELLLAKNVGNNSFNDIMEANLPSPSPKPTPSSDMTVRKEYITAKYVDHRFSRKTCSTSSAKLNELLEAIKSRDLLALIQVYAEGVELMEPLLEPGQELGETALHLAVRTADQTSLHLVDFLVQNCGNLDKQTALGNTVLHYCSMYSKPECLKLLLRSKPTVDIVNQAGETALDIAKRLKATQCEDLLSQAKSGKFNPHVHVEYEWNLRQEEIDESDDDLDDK
proKLK7 act – proKLK7 (human) activation, primary screen; purified proKLK7, EDANS-DABCYL substrate fluorescence; 100% is mature enzyme control, 0% vehicle; activation, % at 7 µM; actives 0.9% (n = 370,000);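 active means activation above the mean of all tested compounds plus 3 SD, computed per campaign excluding outliers beyond control limits, cut at about 13% in these data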
PLCb3 inh – blocks human PLC-beta3 enzyme activity; Q01970; Purified PLC-beta3, fluorogenic substrate, fluorescence; inhibition, % at 12.2 µM; actives 0.18% (n = 370,000); in the data active means inhibition above about 11%;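 further: 0% = median of compound wells on plate and 100% = full blocker control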
PLCg1 inh – inhibitors of human phospholipase C gamma1; P19174; purified PLC-gamma1, fluorogenic substrate, fluorescence; inhibition, % at 12.2 µM; actives 0.84% (n = 370,000); AID 720700; in the data active means inhibition above about 9.5%
The depositor's hits bear a star.

SMILES	Tn6 DDE FP	ARFGAP1 inhibitor	UHRF1 MBD2 ctr	MBD2 inh	Tn7 DDE FP	ADAM17 inh	ASAP1 GAP inh	proKLK7 act	PLCb3 inh	PLCg1 inh
C/C(=N\N1CCN(c2ccccc2)CC1)c1cccs1	4.8	3.7	0.9	-3.2	5.2	-5.2	4.1	0.7	-7.0	0.8
CN(CC(=O)Nc1ccc(N2CCOCC2)cc1)C(=O)c1ccc(O)c(Cl)c1	-3.3	4.6	-0.9	3.0	0.2	-2.8	-4.3	-0.1	-7.7	2.5
COc1ccc(OC)c(S(=O)(=O)Nc2c(F)cccc2F)c1	-10.6	-7.1	0.2	2.6	-6.9	-0.3	1.3	-0.5	2.8	2.4
COc1ccnc(CSC(N)=Nc2ccc(F)cc2)c1	4.3	6.0	2.4	4.3	-1.9	-8.0	12.5	-1.5	-30.0	-33.1
O=C(COc1ccc(Cl)cc1)NNC(=O)c1ccccn1	-0.2	6.8	1.0	0.3	-0.1	-2.3	14.0	-0.3	0.4	2.3
O=C(O)Cc1csc(NC(=O)CSc2nnnn2-c2ccc(O)cc2)n1	-2.7	4.9	1.9	6.7	-2.4	-1.0	-3.5	0.6	-6.6	2.4
CCc1ccccc1NC(=O)c1cc(S(=O)(=O)N(C)C)ccc1N1CCCC1	-2.7	3.4	-0.9	3.9	-5.2	-3.2	-9.9	0.1	-9.5	3.8
O=C(NNC(=O)c1cccc([N+](=O)[O-])c1)c1ccncc1	-8.8	-4.9	-5.1	-2.8	3.3	-3.9	12.0	-0.8	-1.2	0.0
Cc1sc2ncnc(SCC(=O)NC(C)C(C)C)c2c1C (stereo unspecified)	-0.9	3.6	-0.1	-4.5	-2.0	-1.2	16.6	-0.2	-1.2	-0.7
O=C(OCc1ccccc1)N1CCC2CC1c1ccc(/C=C/CCCCl)cc12 (stereo unspecified)	-7.7	-6.3	2.8	0.3	-0.3	5.6	-2.8	-0.1	-2.7	-0.7
COCCn1c(SCC(=O)Nc2ccc3c(c2)OCCO3)nnc1-c1ccncc1	-9.2	7.3	1.2	5.9	3.0	-6.3	-7.0	0.4	1.1	2.8
CCOCCCn1c(=S)[nH]c2cc(C(=O)NCCc3ccccc3)ccc2c1=O	-2.2	-2.3	-1.6	-2.4	-4.1	-6.9	11.5	-0.3	-0.5	-40.4
CCCN(CCC)CCNC(=O)c1cc2c(=O)n(C)c3ccccc3c2n1C	-0.5	-6.0	1.9	0.3	-1.1	-19.4	-1.8	0.9	-18.9	-15.4
CC(=O)O/N=C(\N)c1cnn2c(C(F)(F)F)cc(C(F)(F)F)nc12	-0.7	-2.4	-7.0	-5.9	-4.0	-1.1	8.0	0.2	-0.6	1.2
CC1Cc2ccccc2N1C(=O)CN(C)CC(=O)Nc1ccc(OC(F)(F)F)cc1 (stereo unspecified)	-0.9	-4.0	-1.9	-0.6	2.2	3.4	-0.9	-0.2	-9.9	-5.0
O=C(NC(=S)Nc1ccc2cn[nH]c2c1)c1ccccc1	4.5	-9.6	-1.9	-1.3	1.9	-2.1	2.1	-0.9	-4.7	0.2
CCOc1ccc(CCNC(=O)c2cc(C)nn2-c2ccccc2)cc1	3.3	-3.0	0.7	0.4	3.2	3.1	-6.2	0.0	-4.3	2.3
CCOc1ccc(C(=O)CCN2CCOCC2)cc1	-3.6	9.2	-0.2	-0.6	0.3	1.3	-9.6	0.5	-5.1	3.8
COc1ccccc1N1CCN(C2CCCN(C(=O)c3oc(C)cc3C)C2)CC1 (stereo unspecified)	-2.5	-1.5	1.5	-3.7	-1.1	-5.9	-4.3	-0.7	-4.5	-2.1
CCOc1ccc(NC(=O)CSc2nnc(C)n2CCCOC)cc1	10.5	6.3	-0.3	1.6	-2.8	-9.8	-5.1	-0.3	-0.5	1.8
c1ccc(Cn2c[n+](Cc3ccccc3)c3ccccc32)cc1	-2.7	2.1	2.9	3.6	-3.0	-5.2	5.3	-0.2	-10.2	1.0
Cc1cc(C)c(S(=O)(=O)Nc2ncn[nH]2)cc1C	4.7	17.1	0.4	3.2	-0.2	-1.5	-17.9	0.5	-6.2	-2.0
O=C(COc1ccc(Br)cc1)NCC1COc2ccccc2O1 (stereo unspecified)	-14.1	9.7	5.2	7.1	-5.0	0.7	8.0	-0.3	-14.7	-0.9
O=C(Nc1ccccc1)N1CCCN(c2nccc(C(F)(F)F)n2)CC1	12.8	3.8	3.1	2.0	2.9	-3.8	-8.4	-0.3	-8.1	-2.7
O=C(COc1ccccc1O)Nc1ccccc1Cl	-9.6	-2.1	-0.3	1.4	4.2	-2.2	10.9	-0.8	0.7	-1.9

Of the compounds above, four contain a Cl atom.
SMILES	Tn6 DDE FP	ARFGAP1 inhibitor	UHRF1 MBD2 ctr	MBD2 inh	Tn7 DDE FP	ADAM17 inh	ASAP1 GAP inh	proKLK7 act	PLCb3 inh	PLCg1 inh
CN(CC(=O)Nc1ccc(N2CCOCC2)cc1)C(=O)c1ccc(O)c(Cl)c1	-3.3	4.6	-0.9	3.0	0.2	-2.8	-4.3	-0.1	-7.7	2.5
O=C(COc1ccc(Cl)cc1)NNC(=O)c1ccccn1	-0.2	6.8	1.0	0.3	-0.1	-2.3	14.0	-0.3	0.4	2.3
O=C(OCc1ccccc1)N1CCC2CC1c1ccc(/C=C/CCCCl)cc12 (stereo unspecified)	-7.7	-6.3	2.8	0.3	-0.3	5.6	-2.8	-0.1	-2.7	-0.7
O=C(COc1ccccc1O)Nc1ccccc1Cl	-9.6	-2.1	-0.3	1.4	4.2	-2.2	10.9	-0.8	0.7	-1.9

Next part:
SMILES	Tn6 DDE FP	ARFGAP1 inhibitor	UHRF1 MBD2 ctr	MBD2 inh	Tn7 DDE FP	ADAM17 inh	ASAP1 GAP inh	proKLK7 act	PLCb3 inh	PLCg1 inh
CCc1ccc(/C=C2/SC(N3CCOCC3)=NC2=O)cc1	-3.5	0.5	-4.1	1.5	0.5	-2.1	-3.3	0.3	-4.3	0.9
Cn1c(=O)n(CC(=O)O)c(=O)c2c1nc1n2CCCN1CCc1ccccc1	-1.1	4.5	0.6	-1.6	-1.6	-1.2	16.4	-0.6	-4.3	3.7
Cc1cc(NC(=O)c2ccc(N3C(=O)C4C5C=CC(C5)C4C3=O)cc2)no1 (stereo unspecified)	9.5	4.1	2.5	1.0	9.2	-4.5	10.2	0.5	-0.2	-2.4
CCOC(=O)C1CCCN(c2c(C(=O)c3ccccc3)cnc3ccccc23)C1 (stereo unspecified)	-4.1	-11.4	38.0*	3.8	7.6	-3.5	-0.8	0.2	-4.3	-2.3
COc1ccccc1N1CCN(S(=O)(=O)CCNC(=O)C2CCCCC2)CC1	5.2	-3.8	-1.6	-7.5	2.6	-0.8	-3.6	0.7	-6.5	0.4
Cc1noc(C)c1CSc1nnc2ccccn12	5.0	-8.1	-2.5	-1.8	1.0	-103.2	-2.4	4.1	-331.9	-216.0
Cn1c(=O)c2c(nc(Oc3cccc(Br)c3)n2C)n(C)c1=O	0.1	5.2	-1.6	1.2	-1.3	-5.2	-0.1	0.0	-7.9	-5.2
CC(NC(=O)COC(=O)c1ccco1)c1ccccc1 (stereo unspecified)	-5.6	-5.4	2.0	2.3	4.9	-1.1	-4.6	-0.5	-1.5	-2.8
C[C@@H]1CN([C@H](C)CO)C(=O)c2c(c3ccccc3n2C)-c2ccccc2CO[C@@H]1CN(C)C(=O)Nc1ccccc1C(F)(F)F	3.3	6.2	2.7	1.2	-6.3	1.2	-5.2	0.1	3.7	3.5
Cc1cc(=O)oc(C)c1C(=O)OCC(=O)c1ccc(Br)cc1	5.4	-0.2	0.1	2.8	-0.2	2.0	10.6	0.0	-2.1	-0.5
CCCN1CCc2c(sc(NC(=O)C3CCN(S(=O)(=O)c4cccs4)CC3)c2C(N)=O)C1	4.7	-4.2	-1.8	1.2	5.2	-16.7	-4.6	2.8	-10.3	-11.2
O=C(Nc1cccc2ccccc12)c1cnsn1	6.3	7.0	2.1	-7.4	4.2	-5.8	0.6	-0.5	0.0	1.2
COc1ccc(OC)c(C2C(C(=O)c3ccco3)=C(O)C(=O)N2CC2CCCO2)c1 (stereo unspecified)	-1.3	-4.1	-7.1	-8.6	1.0	-1.2	0.3	-0.3	-16.8	-6.6
COc1ccccc1N(C)S(=O)(=O)c1ccc(Cl)c(C(=O)NCC2(N(C)C)CCCCC2)c1	-1.1	-0.3	-1.0	0.2	5.9	-1.2	-14.4	-0.4	0.3	2.6
Cc1ccccc1-n1c(C)nnc1SCC(=O)NNC(=O)c1ccccc1	-3.0	8.8	-1.8	-6.6	1.8	-1.8	3.1	0.2	2.0	4.4
COc1ccc(CCNC(=O)COC(=O)C2CC2C)cc1 (stereo unspecified)	3.7	-1.1	0.2	-1.6	0.0	-1.2	2.5	0.1	-4.0	-0.6
O=S1(=O)CCOC[C@H](CC2CCCCC2)N1Cc1ccccc1Br	-0.2	5.8	-3.0	-3.7	3.9	-0.2	-6.5	0.9	-3.6	1.4
CCN(CC)S(=O)(=O)c1ccc(NC(=O)Cc2cccs2)cc1	1.6	-6.0	5.2	-0.8	-2.4	3.1	1.3	0.7	1.1	0.9
CC(=O)Nc1ccc(SC[C@H](CC(C)C)N2CCN(CCc3ccccc3)CCC2=O)cc1	-10.7	10.7	2.7	-0.5	0.1	9.0*	2.1	0.2	0.7	-1.3

Structures from the list above that have bromine, in the order listed:
SMILES	Tn6 DDE FP	ARFGAP1 inhibitor	UHRF1 MBD2 ctr	MBD2 inh	Tn7 DDE FP	ADAM17 inh	ASAP1 GAP inh	proKLK7 act	PLCb3 inh	PLCg1 inh
O=C(COc1ccc(Br)cc1)NCC1COc2ccccc2O1 (stereo unspecified)	-14.1	9.7	5.2	7.1	-5.0	0.7	8.0	-0.3	-14.7	-0.9
Cn1c(=O)c2c(nc(Oc3cccc(Br)c3)n2C)n(C)c1=O	0.1	5.2	-1.6	1.2	-1.3	-5.2	-0.1	0.0	-7.9	-5.2
Cc1cc(=O)oc(C)c1C(=O)OCC(=O)c1ccc(Br)cc1	5.4	-0.2	0.1	2.8	-0.2	2.0	10.6	0.0	-2.1	-0.5
O=S1(=O)CCOC[C@H](CC2CCCCC2)N1Cc1ccccc1Br	-0.2	5.8	-3.0	-3.7	3.9	-0.2	-6.5	0.9	-3.6	1.4

Compound activity from PubChem.
